Source: PubChem
D2 agonist: activates the human D2 dopamine receptor. P14416. HEK293 T-REx D2 cells, calcium flux agonist mode. activation, % at 2 µM. actives 0.53% (n = 340,000);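 active means activation over 3 SD above normal in the single-dose calcium agonist read, cut at about 30% in these data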; further: 0% is about no effect
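Agonism scored from kinetic calcium signal (1 read/sec, 180 s) following compound pin transfer, after a 10 s baseline. Cells: HEK293 Trex line expressing inducible D2 receptor coupled to calcium, dye-loaded after overnight culture at 30 C.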
rTrxR1 inhibitor: blocks rat thioredoxin reductase 1; O89049; recombinant rTrxR1, NADPH fluorescence consumption, selenite substrate; Potency, µM (titrated, usually from 114 µM), for inactives: at the highest dose activity change, negative = inhibition, hits mostly inhibitors; actives 1% (n = 390,000); AID 588453; further: potency means the concentration at half of the fitted maximal effect; on the % scale 0 is the no-effect control and ±100 the full control effect; nearly all actives have a fitted effect of over 65% in size
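Rat TrxR1 (90 nM in the dispensed reagent) was pre-reduced with 400 uM NADPH for 5 min at room temperature, then incubated with compound for 15 min. After 400 uM selenite was added, NADPH fluorescence (Ex 340/Em 450 nm) was followed for 8 min.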
mIDH1 inhibitor: blocks human mutant IDH1 R132H enzyme; O75874; IDH1-R132H enzyme, NADPH consumption, diaphorase/resazurin fluorescence; Potency, µM (top dose mostly 76.6 µM), inactives show at the highest dose activity change, negative = inhibition, hits mostly inhibitors; actives 0.093% (n = 390,000); AID 602179; further: potency means the concentration at half of the fitted maximal effect; on the % scale 0 is the no-effect control and ±100 the full control effect; nearly all actives have a fitted effect of over 65% in size
Target sequence (O75874 whole entry R132H, stated change not applied): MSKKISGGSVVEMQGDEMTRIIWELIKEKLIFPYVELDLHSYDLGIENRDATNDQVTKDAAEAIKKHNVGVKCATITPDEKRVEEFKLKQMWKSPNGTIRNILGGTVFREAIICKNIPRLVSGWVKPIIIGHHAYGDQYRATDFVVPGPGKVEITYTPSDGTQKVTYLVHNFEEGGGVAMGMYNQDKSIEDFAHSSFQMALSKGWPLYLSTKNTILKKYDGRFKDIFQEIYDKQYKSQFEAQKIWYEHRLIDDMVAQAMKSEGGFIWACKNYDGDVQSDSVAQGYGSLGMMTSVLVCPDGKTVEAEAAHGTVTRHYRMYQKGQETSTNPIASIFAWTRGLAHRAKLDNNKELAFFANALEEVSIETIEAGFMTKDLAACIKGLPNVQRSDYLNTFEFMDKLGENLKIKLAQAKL
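IDH1-R132H (0.5 ug/mL dispensed) in pH 7.5 Tris buffer was preincubated 30 min with compound, then given a substrate mix of 0.016 mM NADPH and 2 mM alpha-KG for 80 min at room temperature; remaining NADPH was read by diaphorase/resazurin fluorescence.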
TRHR agonist: agonists of human TRH receptor; activation, % at 2 µM; actives 0.18% (n = 360,000); TRHR cells, calcium flux fluo-8, FDSS agonist mode; P34981; in the data active means activation above about 30%; further: 0% is about no effect
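Agonist-mode FDSS calcium read (Ex 480/Em 530, 1 s cycles) in 1536-well TRHR cells with fluo-8 dye, after 10-cycle baseline and 23 nL compound addition; TRH at EC20 (10 nM final) added afterwards for the enhancer phase.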
TRHR enhancer: allosteric enhancers of human TRH receptor | TRHR cells, fluo-8 calcium fluorescence, EC20 TRH enhancement | P34981 | enhancement, % at 2 µM | actives 0.66% (n = 360,000); in the data active means enhancement above about 30%; further: 0% is about no effect
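TRHR-expressing cells loaded with fluo-8 calcium dye were read kinetically (ex 480/em 530) during compound addition, then stimulated with an EC20 of TRH (10 nM final). Enhancement of the Gq-mediated intracellular calcium response was scored.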
D2 antag: antagonists of human D2 dopamine receptor; HEK293 TREx D2 cells, calcium flux, dopamine EC80; P14416; inhibition, % at 10 µM; actives 2% (n = 340,000); AID 485344; in the data active means inhibition above about 30%; further: 0% is about no effect
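Measurement of antagonist activity uses fluorescent calcium dye in inducible HEK293 T-REx D2 cells: 10 s baseline, compound addition with 180 s read, EC80 dopamine addition with a further 180 s read.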
USP1 inh: inhibitors of human USP1/UAF1 deubiquitinase. AID 743255. recombinant USP1/UAF1, Ub-Rhodamine cleavage fluorescence. Potency, µM (titrated, usually from 57.1 µM), for inactives: top-dose activity change, negative = inhibition, hits mostly inhibitors. actives 0.23% (n = 390,000). O94782; further: potency means the concentration at half of the fitted maximal effect; on the % scale 0 is the no-effect control and ±100 the full control effect; nearly all actives have a fitted effect of over 60% in size; inactives centre near -12
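High-throughput fluorogenic screen: 1nM USP1/UAF1 complex, Ub-Rho substrate 150nM final, 50mM HEPES pH 7.8 with 0.5mM EDTA, 0.1 mg/ml BSA, 1mM TCEP and 0.01% Tween-20.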
PI4K2A inh: inhibitors of human PI4K2A; purified PI4K2A, ADP-Glo luminescence, 1 h; stronger effect = lower value; activity change, negative = inhibition, % at 76.9 µM; Q9BTU6; actives 0.13% (n = 420,000); in the data active means activity change below about -50%; inconclusive means mostly about -30% to -49%;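 further: -100% = wells without enzyme as full effect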
Target sequence (Q9BTU6 whole entry, looked up): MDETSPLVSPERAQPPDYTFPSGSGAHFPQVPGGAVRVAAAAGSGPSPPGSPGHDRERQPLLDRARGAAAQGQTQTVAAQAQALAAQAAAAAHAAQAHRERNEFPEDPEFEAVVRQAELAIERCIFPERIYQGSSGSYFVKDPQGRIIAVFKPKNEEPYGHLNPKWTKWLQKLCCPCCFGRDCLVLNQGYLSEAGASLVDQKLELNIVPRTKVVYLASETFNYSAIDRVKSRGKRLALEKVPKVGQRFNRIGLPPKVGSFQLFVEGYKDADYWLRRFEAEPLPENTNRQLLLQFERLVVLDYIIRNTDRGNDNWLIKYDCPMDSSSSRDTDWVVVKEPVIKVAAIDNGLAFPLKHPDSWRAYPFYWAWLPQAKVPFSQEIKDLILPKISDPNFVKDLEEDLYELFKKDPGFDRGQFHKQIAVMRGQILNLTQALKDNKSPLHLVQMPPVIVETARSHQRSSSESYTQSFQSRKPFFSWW
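ADP-Glo luminescence measured ADP generated by PI4K2A enzyme (4 ug/mL before mixing) with 1.2 mM PI substrate (pre-mix) and 300 microM ATP (pre-mix). Tris pH7.5 buffer with MgCl2, Triton X-100; 1 h reaction at ambient temperature.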
TrxR1 substrate: rat thioredoxin reductase 1 substrate activity. Potency, µM (series often up to 114 µM), without a hit: at the highest dose activity change, negative = substrate turnover. actives 0.01% (n = 390,000). AID 588456. O89049. purified TrxR1 substrate turnover, NADPH consumption readout; further: potency means the concentration at half of the fitted maximal effect; on the % scale 0 is the no-effect control and ±100 the full control effect; nearly all actives have a fitted effect of over 50% in size
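Rat TrxR1, dispensed at 90 nM, was prereduced with 400 uM NADPH (final) for 5 min at ~22 deg C, then incubated with compound 15 min before 400 uM selenite. A first-read NADPH fluorescence drop versus no-compound background flagged substrates.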
An asterisk follows results filed as active; [ ] = dose if it differs, or a comment. Unless noted, the call rests on the fitted dose curve; in most records, active means well fitted inhibition curve with a large enough effect; inconclusive means small, poorly fitted or top-dose-only effect; inactive means no such curve, though single readings can be large or run the other way.

Screening Cc1cccc(OCC(=O)N(Cc2ccc(C)o2)C2CCS(=O)(=O)C2)c1 (stereo not given) returned D2 agonist -2.9, rTrxR1 inhibitor inconclusive, mIDH1 inhibitor 3.7%, TRHR agonist -1.0, TRHR enhancer -0.4, D2 antag 12.4, USP1 inh -9.0%, PI4K2A inh -3.7 and TrxR1 substrate -4.3%.
Screening CCOC(=O)c1[nH]c2ccc(Br)cc2c1NC(=O)CCN1CCCC(C)C1 (stereo not given) returned D2 agonist 2.3, TRHR agonist 2.5, TRHR enhancer 1.8 and D2 antag -20.9.
`COc1ccc(/C=C/C(=O)O)cc1S(=O)(=O)N1CCCCC1` gave D2 agonist -0.5, rTrxR1 inhibitor 0.9%[57.1 µM], mIDH1 inhibitor 17.0%, TRHR agonist -0.2, TRHR enhancer -4.3, D2 antag 8.5, USP1 inh -13.1%, PI4K2A inh -0.9 and TrxR1 substrate 7.2%[0.0914 µM].
`CCSc1ncc(Cl)c(C(=O)N(Cc2ccc(C(C)(C)C)cc2)C2CCS(=O)(=O)C2)n1` (stereo not given) gave D2 agonist 2.2, rTrxR1 inhibitor -2.0%, TRHR agonist 0.6, TRHR enhancer -4.6, USP1 inh inconclusive, PI4K2A inh -1.6 and TrxR1 substrate 16.0%.
For O=C(c1ccccn1)C1CCCN(Cc2cn[nH]c2-c2cc3ccccc3o2)C1 (stereo not given) the results were D2 agonist 0.7, rTrxR1 inhibitor 4.8%, mIDH1 inhibitor 9.8%, TRHR agonist -0.1, TRHR enhancer 9.6, D2 antag 0.6, USP1 inh -5.3%, PI4K2A inh 0.5 and TrxR1 substrate 0.1%.
Screening CC(Oc1ccc(Br)cc1)C(=O)Nc1ccc(N2CCOCC2)cc1N1CCOCC1 (stereo not given) returned D2 agonist 0.8, rTrxR1 inhibitor -14.0%, mIDH1 inhibitor 5.3%, TRHR agonist 0.9, TRHR enhancer 12.4, D2 antag -9.2, USP1 inh -9.3%, PI4K2A inh 1.3 and TrxR1 substrate -5.5%.
`Cc1cc(N=Cc2c(O)n(-c3cccc(Cl)c3)c(=O)c3ccccc23)no1` gave D2 agonist 1.1, rTrxR1 inhibitor 1.3%, mIDH1 inhibitor -1.1%, TRHR agonist 0.3, TRHR enhancer -5.0, D2 antag 7.8, USP1 inh -20.8%, PI4K2A inh -5.8 and TrxR1 substrate -0.6%.
For COC(C(=O)NCc1ccccc1C)c1ccccc1 (stereo not given) the results were D2 agonist 0.2, rTrxR1 inhibitor -0.6%, mIDH1 inhibitor 0.3%, TRHR agonist 0.7, TRHR enhancer 2.3, D2 antag -0.5, USP1 inh 3.5%, PI4K2A inh -0.4 and TrxR1 substrate -3.4%.
Screening CCOc1ccc(NC(=O)CN(C)C(=O)c2cccc3ccccc23)cc1OCC returned D2 agonist -0.7, rTrxR1 inhibitor -3.2%, mIDH1 inhibitor 6.0%, TRHR agonist -1.4, TRHR enhancer 10.3, D2 antag -3.3, USP1 inh -20.3%, PI4K2A inh -2.1 and TrxR1 substrate -4.3%.
Screening CCn1cc(C(=O)N[C@@H](CCSC)C(=O)NCCCOC)c(=O)c2cc3c(cc21)OCO3 returned D2 agonist 0.5, rTrxR1 inhibitor 12.5%, mIDH1 inhibitor -0.4%, TRHR agonist 0.1, TRHR enhancer 3.1, D2 antag 1.0, USP1 inh -20.8%, PI4K2A inh 1.1 and TrxR1 substrate 5.7%.
Screening CCc1ccc(C)c(OC(=O)c2cncc(Br)c2)c1 returned D2 agonist -0.9, rTrxR1 inhibitor 11.8%, mIDH1 inhibitor -5.4%, TRHR agonist -0.2, TRHR enhancer -7.6, D2 antag -3.9, USP1 inh -19.5%, PI4K2A inh 0.1 and TrxR1 substrate 0.6%.
O=c1cnnc(SCc2ccc([N+](=O)[O-])cc2)[nH]1 was read as D2 agonist 0.0, rTrxR1 inhibitor -13.5%, mIDH1 inhibitor -10.1%, TRHR agonist 0.3, TRHR enhancer -3.1, D2 antag -2.8, USP1 inh -2.8%, PI4K2A inh -2.9 and TrxR1 substrate -9.8%.
For CC(C)c1ccc(C(O)c2cnc(C(C)C)n2C)cc1 (stereo not given) the results were D2 agonist -1.7, rTrxR1 inhibitor 23.1%, mIDH1 inhibitor -8.1%, TRHR agonist 0.0, TRHR enhancer 20.5, D2 antag -2.1, USP1 inh -22.8%, PI4K2A inh -1.1 and TrxR1 substrate 0.0%.
Screening CCN(CC(=O)Nc1cc(Cl)ccc1-n1cncn1)Cc1nc2ccccc2c(=O)[nH]1 returned D2 agonist 0.5, rTrxR1 inhibitor 9.5%, mIDH1 inhibitor 3.4%, TRHR agonist -0.3, TRHR enhancer -4.8, D2 antag -13.3, USP1 inh -5.9%, PI4K2A inh 1.4 and TrxR1 substrate 4.6%.
`CCn1c(SCC(=O)Nc2ccc(F)cc2F)nc2c(c1=O)SCC2` gave D2 agonist 0.6, rTrxR1 inhibitor 6.8%, mIDH1 inhibitor 2.4%, TRHR agonist 2.9, TRHR enhancer -3.9, D2 antag -18.0, USP1 inh -2.0%, PI4K2A inh 1.8 and TrxR1 substrate -2.5%.
Screening CC(=O)Nc1cc(S(=O)(=O)C(F)(F)F)ccc1Cl returned D2 agonist 0.8, rTrxR1 inhibitor 9.6%, mIDH1 inhibitor 3.0%, TRHR agonist 0.0, TRHR enhancer -4.1, D2 antag 13.0, USP1 inh -12.4%, PI4K2A inh -1.6 and TrxR1 substrate 2.5%.
COC(=O)c1ccc(C(=O)Nc2ccc3nc(-c4cccnc4)[nH]c3c2)cc1 was read as D2 agonist 0.2, rTrxR1 inhibitor 24.5%[57.1 µM], mIDH1 inhibitor 7.7%, TRHR agonist -0.7, TRHR enhancer 3.0, D2 antag -5.5, USP1 inh -11.2%, PI4K2A inh -2.8 and TrxR1 substrate 10.5%[57.1 µM].
`O=C(Nc1ccccc1C(=O)NC1CCCCC1)c1ccccc1` gave D2 agonist -1.3, rTrxR1 inhibitor 24.0%, mIDH1 inhibitor -3.5%, TRHR agonist 0.0, TRHR enhancer 4.5, D2 antag -7.8, USP1 inh -22.6%, PI4K2A inh -1.7 and TrxR1 substrate 3.4%.
For CN(C)c1ccc(C=Nc2ccccc2)cc1 the results were D2 agonist 0.0, rTrxR1 inhibitor -20.1%, mIDH1 inhibitor -5.2%, TRHR agonist -0.9, TRHR enhancer 1.9, D2 antag 14.3, USP1 inh 0.5%, PI4K2A inh 1.7 and TrxR1 substrate -10.7%.
`Cc1nn(-c2ccc(Cl)cc2Cl)c(C)c1C(=O)O` gave D2 agonist 0.1, rTrxR1 inhibitor 11.6%[57.1 µM], mIDH1 inhibitor 4.6%, TRHR agonist 0.6, TRHR enhancer -3.8, D2 antag 17.9, USP1 inh 3.9%, PI4K2A inh -0.7 and TrxR1 substrate 4.9%[57.1 µM].
Screening CCc1ccc(NC(=O)C2CCCN(S(=O)(=O)c3cccc4nonc34)C2)cc1 (stereo not given) returned D2 agonist 0.8, rTrxR1 inhibitor -4.7%, mIDH1 inhibitor -3.5%, TRHR agonist -0.1, TRHR enhancer 1.0, USP1 inh -17.1%, PI4K2A inh 0.4 and TrxR1 substrate -2.6%.
COc1ccc(NC(=S)NCCSc2ccc(C)cc2)c(OC)c1 was read as rTrxR1 inhibitor -10.7%, mIDH1 inhibitor 4.6%, USP1 inh -16.7%, PI4K2A inh 10.1 and TrxR1 substrate 10.5%.
`Nc1n[nH]c(S(=O)(=O)CCCc2ccccc2)n1` gave D2 agonist 0.1, rTrxR1 inhibitor -2.7%[57.1 µM], mIDH1 inhibitor 0.2%, TRHR agonist 0.1, TRHR enhancer 6.0, D2 antag -1.4, USP1 inh 1.8%, PI4K2A inh -4.1 and TrxR1 substrate 3.3%[57.1 µM].
CCOC(=O)C1CCCN(C(=O)CCNS(=O)(=O)c2ccc(Br)cc2)C1 (stereo not given) was read as D2 agonist -0.8, rTrxR1 inhibitor 46.3%[activator], mIDH1 inhibitor 9.8%, TRHR agonist -0.5, TRHR enhancer 14.8, D2 antag -23.2, USP1 inh -20.0%, PI4K2A inh -4.3 and TrxR1 substrate 18.2%.
For C=CCC[C@@H](Cc1ccc(F)cc1)C(=O)OC[C@@H](Cc1c[nH]c2ccccc12)NC(=O)[C@H](CC=C)CC(=O)N(CCO)Cc1ccccc1 the results were rTrxR1 inhibitor 20.9%, mIDH1 inhibitor -12.4%, USP1 inh -32.7%, PI4K2A inh 1.6 and TrxR1 substrate 0.9%.
`COc1cccc(NC(=O)CCNC(=O)N2CC(=O)Nc3ccccc32)c1` gave D2 agonist 0.8, rTrxR1 inhibitor inconclusive, mIDH1 inhibitor 0.0%, TRHR agonist -0.1, TRHR enhancer -1.3, D2 antag 13.6, USP1 inh -16.4%, PI4K2A inh 2.4 and TrxR1 substrate -11.3%.
Screening CCNc1oc(COc2ccccc2F)nc1C#N returned D2 agonist -0.5, rTrxR1 inhibitor inconclusive, mIDH1 inhibitor 3.9%, TRHR agonist -1.3, TRHR enhancer 10.4, D2 antag -1.8, USP1 inh -17.7%, PI4K2A inh 0.2 and TrxR1 substrate -2.2%.
For COc1cccc(/C=N/NC(N)=S)c1OCc1cccc(Cl)c1 the results were rTrxR1 inhibitor -2.6%[57.1 µM], mIDH1 inhibitor 4.7%, TRHR agonist -0.2, TRHR enhancer 6.1, USP1 inh -14.6%, PI4K2A inh 2.3 and TrxR1 substrate -4.5%[57.1 µM].
`NS(=O)(=O)c1ccc(NC(=O)COc2ccc(S(=O)(=O)N3CCCC3)cc2)cc1` gave D2 agonist 1.5, rTrxR1 inhibitor 4.7%, mIDH1 inhibitor -3.8%, TRHR agonist 0.1, TRHR enhancer -4.5, D2 antag 6.9, USP1 inh -11.4%, PI4K2A inh -0.2 and TrxR1 substrate -0.4%.
